# High-throughput results as filed in PubChem.
# FXIa inh – blocks human coagulation factor XIa protease activity | inhibition, % at 5 µM | AID 798 | purified FXIa, Boc-Glu-Ala-Arg-AMC fluorogenic substrate | 220,000 tested, 0.14% active;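 active = inhibition of at least 40%; inactive = inhibition below 40%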;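 also: fluorescence of freed AMC excited at 355 nm; 0% = enzyme without compound and 100% = no enzyme blank; many of its hits are not listed in these tables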
# Wee1 stabilizer – human Wee1 degradation inhibition, primary screen | P30291 | HeLa Luc-Wee1K328M stability, luciferase luminescence; 100% = proteasome inhibitor MG132 effect | reporter increase, % at 5 µM | 220,000 tested, 1.2% active | AID 1321;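 active = activation above the mean of all tested compounds plus 3 SD, set per screening run, cut at about 8.8% in these data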;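 also: cells exposed to compound for 20 h before luminescence read; 0% = DMSO alone and 100% = MG132 at 30 µM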
# 14-3-3 Bad inh – disrupts binding of bovine 14-3-3 zeta to phospho-Bad peptide. TR-FRET 14-3-3zeta/Dy647-pBad peptide displacement, 1 h. AID 781. 220,000 tested, 0.71% active. inhibition, % at 21.7 µM. P63103;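 active = inhibition above about 70%, limit read from the data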;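 also: 0% = full 14-3-3 plus peptide FRET controls and 100% = background without 14-3-3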
# Target sequence (P63103 whole entry, looked up): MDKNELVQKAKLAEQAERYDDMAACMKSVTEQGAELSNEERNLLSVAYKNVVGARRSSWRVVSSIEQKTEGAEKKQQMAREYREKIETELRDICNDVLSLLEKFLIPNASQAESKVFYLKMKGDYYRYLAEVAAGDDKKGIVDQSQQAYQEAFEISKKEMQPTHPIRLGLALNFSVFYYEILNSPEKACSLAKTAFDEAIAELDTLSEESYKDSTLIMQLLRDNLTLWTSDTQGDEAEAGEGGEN
# Hck-Nef inh – blocks Nef-activated human Hck kinase; Recombinant Hck-YEEI plus Nef, Z-Lyte FRET kinase assay; AID 463187; inhibition, % at 20 µM; 220,000 tested, 0.68% active; P08631;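 active = Hck-Nef kinase inhibition above about 50%, limit read from the data; inactive = inhibition below that limit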;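 also: 0% = DMSO with Hck plus Nef and 100% = Hck alone without Nef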
# hK5 inh – kallikrein 5 (human) inhibition; Q9Y337; recombinant hK5, fluorogenic AMC substrate cleavage; inhibition, % at 5 µM; 210,000 tested, 0.59% active; AID 873;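 active = inhibition of 40% or more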;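 also: 0% = enzyme controls without compound and 100% = no-enzyme blanks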
# FXIIa inh – factor XIIa (human) inhibition | P00748 | purified FXIIa, Boc-QGR-AMC fluorogenic substrate, 2 h | inhibition, % at 5 µM | 220,000 tested, 0.3% active | AID 800; in the data active = inhibition above about 40%;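 also: 0% = enzyme with no compound and 100% = blank without enzyme; many of its hits are not listed in these tables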
# Runt-SMMHC FRET – Runt domain-CBFb-SMMHC interaction inhibition; Cerulean-Runt/Venus-CBFb-SMMHC FRET ratio 530/480, 1 h; Q01196+Q13951; 220,000 tested, 0.74% active; inhibition, % at 20 µM;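 active = mean inhibition across duplicate retests at 20 µM reaching about 50%, limit read from the data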;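 also: 0% = DMSO wells and 100% = wells with excess untagged CBFb-SMMHC; inhibitors lower the FRET ratio by blocking Runt binding to CBFb-SMMHC; some results filed as inactive read as strong as hits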
# Target sequence (Q01196 whole entry, looked up, the tested form may be a part): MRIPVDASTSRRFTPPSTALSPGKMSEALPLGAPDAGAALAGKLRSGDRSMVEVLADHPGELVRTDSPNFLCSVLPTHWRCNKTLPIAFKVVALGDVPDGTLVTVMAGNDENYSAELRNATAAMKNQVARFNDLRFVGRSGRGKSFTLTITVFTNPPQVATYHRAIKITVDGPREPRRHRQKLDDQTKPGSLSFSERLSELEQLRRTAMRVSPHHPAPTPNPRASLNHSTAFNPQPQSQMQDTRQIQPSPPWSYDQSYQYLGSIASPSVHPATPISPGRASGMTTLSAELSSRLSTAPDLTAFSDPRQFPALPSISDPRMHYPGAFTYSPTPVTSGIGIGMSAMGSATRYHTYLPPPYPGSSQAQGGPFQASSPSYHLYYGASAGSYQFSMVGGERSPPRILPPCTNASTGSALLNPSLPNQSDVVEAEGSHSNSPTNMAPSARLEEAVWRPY
# Target sequence (Q13951 whole entry, looked up, the tested form may be a part): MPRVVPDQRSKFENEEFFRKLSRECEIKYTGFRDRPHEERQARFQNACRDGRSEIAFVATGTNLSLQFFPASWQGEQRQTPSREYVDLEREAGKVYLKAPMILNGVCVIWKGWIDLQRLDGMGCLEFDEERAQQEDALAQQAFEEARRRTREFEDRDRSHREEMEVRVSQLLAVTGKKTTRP
# thrombin 1536 – blocks human thrombin protease activity; P00734; alpha-thrombin, Boc-VPR-AMC fluorogenic substrate cleavage; inhibition, % at 5 µM; 220,000 tested, 0.26% active; AID 1046;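 active = inhibition at or above 40%; inactive = inhibition below 40%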;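 also: 0% = enzyme with no compound and 100% = wells without enzyme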
#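 System – human alpha-thrombin protein · Reagent – Boc-VPR-AMC substrate, 15 µM final · Compound – 5 µM single dose in 0.2% DMSO · Schedule – reaction at room temperature · Technique – AMC fluorescence at 355 nm excitation and 460 nm emission · Read-out basis – % inhibition relative to enzyme controls and enzyme-free blanks · Control set – no-compound enzyme wells and no-enzyme blanks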
# Runt-CBFb FRET – inhibitors of human RUNX1 Runt domain binding to CBFb. 220,000 tested, 0.46% active. Q01196+Q13951. Cerulean-Runt/Venus-CBFb FRET ratio 530/480, 1 h. AID 1496. inhibition, % at 20 µM;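 active = inhibition over about 50% at 20 µM in the single-dose screen, limit read from the data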;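 also: 0% = DMSO wells and 100% = excess unlabeled CBFb competitor control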
#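 test system = Cerulean-Runt domain fusion protein, energy donor | probe or stimulus = Venus-CBFb binding partner, 100 nM | incubation = two 1 h room-temperature incubations shielded from light | detection = fluorescence energy transfer, 422 nm excitation, 530/480 nm emission | measure = loss of energy transfer signal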
# The depositor's hits bear a star; x = no result given; [ ] = dose if it differs, or a comment. Not a hit list, and some 4.2% of all compounds hit somewhere here.
SMILES,FXIa inh,Wee1 stabilizer,14-3-3 Bad inh,Hck-Nef inh,hK5 inh,FXIIa inh,Runt-SMMHC FRET,thrombin 1536,Runt-CBFb FRET
O=C(NNC(=O)C1COc2ccccc2O1)c1cccc([N+](=O)[O-])c1 (stereo not given),-7.2,-0.4,-12.8,22.1,-4.3,1.4,1.7,8.5,-2.3
CCCN1C(=O)/C(=C/c2ccco2)SC1=Nc1ccc(OC)cc1,6.4,-1.5,8.0,0.6,-6.1,18.5,-6.1,0.5,-4.2
O=C1CC(c2ccc(F)cc2)Cc2nc(N3CCN(c4ccccc4)CC3)ncc21 (stereo not given),-7.3,-0.9,-17.5,-1.3,-31.4,18.0,-6.2,-17.1,1.3
O=C(CCCCn1c(=O)c2ccccc2n(Cc2ccc(F)cc2Cl)c1=O)NCc1ccco1,-14.0,-2.5,9.6,5.1,9.6,14.7,3.4,3.5,-3.1
CCOc1ccc(NC(=O)c2ccc(NC(=O)COC(=O)Cc3ccc(OC)cc3)cc2)cc1,-0.2,-2.1,25.3,33.3,17.9,3.7,0.3,-1.7,-0.5
COCC(C)NC(=O)c1cc(-c2ccc(O)cc2)on1 (stereo not given),0.9,-1.2,3.8,13.9,-17.9,1.0,-2.0,-3.1,3.0
Cc1ccsc1/C=N/n1c(=S)[nH]nc(C)c1=O,-2.9,11.5*,-7.2,0.4,-8.5,0.0,1.6,-5.1,-0.9
COC(=O)c1cc2occc2n1Cc1ccc(Cl)cc1,0.5,-0.1,3.8,-0.5,-6.0,12.6,-4.3,-0.4,2.8
O=C(C1CCN(S(=O)(=O)c2cccc([N+](=O)[O-])c2)CC1)N1CCOCC1,-6.2,1.6,-6.4,17.2,-1.7,11.3,3.0,-0.8,-1.0
C1CCCCCC(=NNc2nn[nH]n2)CCCCC1,-2.4,-0.1,2.6,12.0,0.4,7.7,-0.3,-3.5,2.5
CC(C(=O)N1CCN(Cc2ccccc2)CC1)c1ccc([N+](=O)[O-])cc1 (stereo not given),-4.6,-0.5,-9.3,23.8,-5.2,-0.2,-0.1,-9.0,1.1
O=C(CSc1ncccn1)NCc1ccc(Cl)cc1,27.9,4.1,1.1,-9.4,36.6,25.7,-0.5,15.3,1.0
COC(=O)N/N=C\c1c(C)nn(-c2ccccc2)c1Cl,2.1,5.6,6.9[fluorescence artefact?],0.4,-0.1,10.2,0.1,-9.2,0.1
Nc1nc(C2CCOCC2)cs1,-1.8,-1.8,2.9,-15.7,3.4,4.5,-14.8,-2.9,5.0
O=C(NN=C1CCCC1)c1[nH]c2ccc(Cl)cc2c1-c1ccccc1,8.2,4.5,0.5,16.6,-4.5,7.9,-3.6,7.7,-4.1
CCCCCOC(=O)CSc1nnc(-c2cc(OC)c(OC)c(OC)c2)o1,-3.3,9.0*,-7.8,-6.9,-1.2,4.7,-2.7,-7.5,-3.5
CC(C)(C)NCC(=O)N/N=C/c1ccc(OCc2ccccc2)cc1,-4.8,-2.0,-4.8,20.7,2.4,7.1,-2.7,-3.3,-1.6
O=C(NC1CCCCC1)N(Cc1nc2ccccc2c(=O)[nH]1)C1CCCCC1,10.6,2.6,36.2[fluorescence artefact?],-0.1,18.2,7.5,-6.2,1.4,-3.8
N/C(=N\OC(=O)c1cccc2ccccc12)c1cccc([N+](=O)[O-])c1,-2.2,2.2,-3.3,0.3,-11.6,0.9,-2.0,-4.0,2.6
O=c1[nH]c(SCc2nc3ccccc3c(=O)n2-c2ccccc2)nc2ccccc12,-2.5,2.0,6.4,-0.4,8.4,2.6,-2.8,-7.3,-0.8
Cc1cccc(NC(=S)N(Cc2cccs2)Cc2cc3cc(C)ccc3[nH]c2=O)c1,24.0,-1.2,-8.1,1.5,10.9,14.0,1.1,10.5,-0.8
O=C(c1ccccc1)c1ccc(OCCCN2CCCCC2)cc1,8.6,-2.5,57.3,-14.1,4.7,17.2,1.8,2.7,-3.1
COc1ccccc1-n1c(C)nnc1SCC(N)=O,-6.5,3.0,9.0[fluorescence artefact?],-0.8,1.3,0.5,-0.9,-8.0,2.3
COc1ccc(CNS(=O)(=O)NCc2ccc(OC)c(OC)c2)cc1OC,1.6,1.3,1.9,21.2,6.1,9.2,2.6,-4.9,-12.3
O=C(NCC1CCCO1)C(c1cccs1)N(C(=O)c1ccc(CN2CCOCC2)o1)c1ccc(Cl)cc1 (stereo not given),3.4,0.5,-1.5[fluorescence artefact?],-0.2,-3.8,11.3,1.2,1.4,-1.1

# Just hK5 inh and thrombin 1536, for two of the compounds above:
smiles | hK5 inh | thrombin 1536
CC(C)(C)NCC(=O)N/N=C/c1ccc(OCc2ccccc2)cc1 | 2.4 | -3.3
O=C(NC1CCCCC1)N(Cc1nc2ccccc2c(=O)[nH]1)C1CCCCC1 | 18.2 | 1.4

# (cont.)
SMILES,FXIa inh,Wee1 stabilizer,14-3-3 Bad inh,Hck-Nef inh,hK5 inh,FXIIa inh,Runt-SMMHC FRET,thrombin 1536,Runt-CBFb FRET
COCCNC(=O)C(c1ccc(C)o1)N(C(=O)c1snc(C(N)=O)c1N)c1ccc(C)c(C)c1 (stereo not given),12.1,-0.7,-6.1,18.3,43.8*,25.5,2.5,19.9,-4.1
O=c1[nH]cnc2nc(-c3ccccc3)c(-c3ccccc3)nc12,-8.7,-4.8,8.8,3.8,-3.6,-11.2,-0.3,-12.9,-0.1
O=C(Nc1ccc(S(=O)(=O)N2CCCCCC2)cc1)c1ccc(Br)o1,6.9,1.6,5.2[fluorescence artefact?],1.9,6.0,1.3,-4.8,-3.4,-2.6
Cc1ccc(N=Nc2ccc(O)c3ncccc23)cc1,7.5,-3.9,-15.7,0.7,-84.0,6.4,-9.9,-1.3,-6.2
Fc1ccc(C(c2nnnn2Cc2ccccc2)N2CCSCC2)cc1 (stereo not given),3.4,2.1,-11.9,1.6,-0.7,5.6,0.7,2.5,-0.8
CC(=O)N1N=C(c2ccc(C(C)(C)C)cc2)OC1(C)C,5.2,-1.3,8.4,1.0,5.0,12.2,-1.7,-12.6,-2.2
O=C(CSc1ccc2nnc(-c3cccnc3)n2n1)NCc1ccco1,5.6,0.7,2.6,1.1,-5.2,15.8,-2.5,3.4,2.3
CCc1noc(C)c1C(=O)N1CCCC(C(=O)c2cc(F)ccc2F)C1 (stereo not given),-4.5,-2.2,-4.7,21.2,-0.6,8.4,x,-10.9,x
Brc1ccc(CSc2nnc(-c3cccnc3)o2)cc1,4.5,6.5,-2.9,51.1*,5.7,10.7,-2.2,0.8,-2.3
O=C(c1ccccc1)n1ccn(-c2ccccc2)c1=S,5.4,4.5,-4.8[fluorescence artefact?],0.1,-9.8,13.9,-1.1,-1.1,-1.4
CC(C)(C)NC(=O)CSc1nc2[nH]ncc2c(=O)[nH]1,-4.6,-2.3,-17.4,2.1,-10.6,6.9,0.6,5.9,-0.5
COc1cccc(-c2cc(C(=O)Nc3nc4ccccc4s3)c3ccccc3n2)c1,1.3,-0.1,0.8,-0.6,-3.0,9.8,4.2,1.6,2.3
COCCNC(=O)c1cccc(C)c1[N+](=O)[O-],6.7,-0.1,-0.6,3.2,-6.7,11.9,1.4,-3.6,-1.1
COc1ccc(C(=O)N/N=C(\CCC(=O)O)c2ccc(C(C)(C)C)cc2)cc1OC,-7.1,0.3,-1.4,-5.4,-23.5,-8.1,0.9,0.2,-1.8
O=C(N/N=C/c1ccc([N+](=O)[O-])o1)c1cc(-c2ccncc2)nc2ccccc12,4.5,1.2,1.3,1.8,-15.8,13.7,-4.7,1.9,x
CSc1ccc(/C=N/n2nnnc2N)cc1,-7.4,-2.4,x,-10.1,-7.6,-9.2,-5.1,1.5,1.1
COCCNC(=S)N/N=C/c1ccc(OCc2ccc(C(=O)OC)cc2)c(OC)c1,6.2,0.1,-3.9,5.7,-8.6,17.4,-3.8,-0.8,-3.6
Cn1c(=O)c(C(=O)COC(=O)c2cc(C(F)(F)F)nc3c(C(F)(F)F)cccc23)c(N)n(CC2CC2)c1=O,18.2,-4.3,-4.8,-5.3,-9.5,29.4,-3.5,-0.7,1.8
CN(Cc1ccccc1)C(=S)NC(=O)C1CCCCC1,6.0,-2.1,-3.6[fluorescence artefact?],1.9,4.0,9.5,1.4,-0.7,0.2
CC(=O)Nc1cc2c(cc1C(=O)C(C)C)OCCO2,-2.3,-0.2,17.8,-4.4,-8.9,6.5,1.4,-14.5,-0.4
Cc1nc2c(c(C)nn2-c2ccccc2)c(C)c1CCC(=O)Nc1ccc(CN2CCCC2)cc1,2.5,-3.9,5.5,11.5,2.8,8.5,-30.9,0.0,-2.3
CCn1c2ccccc2n2c(=O)c(=O)n(CC(=O)Nc3ccc(C(C)C)cc3)nc12,-3.5,3.0,-9.6,2.1,-22.3,3.9,5.9,-5.2,-1.7
CC(C)Nc1nc(SCC(=O)Nc2ccccc2)nc(N2CCOCC2)n1,0.2,-1.0,10.5[fluorescence artefact?],0.1,-12.4,4.1,0.2,-0.2,-3.6
CCn1c(COc2ccccc2)nnc1SCc1ccc(C#N)cc1,4.5,-0.9,-2.3[fluorescence artefact?],0.1,-8.9,13.8,2.3,3.2,-1.1
COc1ccc(N(CC(=O)N2CCN(c3ccccc3F)CC2)S(=O)(=O)c2c(C)n[nH]c2C)cc1,1.0,-1.4,-1.0,20.5,-3.5,0.4,1.6,-9.1,-1.6
# Going on with the list.
SMILES,FXIa inh,Wee1 stabilizer,14-3-3 Bad inh,Hck-Nef inh,hK5 inh,FXIIa inh,Runt-SMMHC FRET,thrombin 1536,Runt-CBFb FRET
COc1ccc(OCc2cnc(Cl)s2)cc1,7.8,1.8,-8.1[fluorescence artefact?],-2.2,1.6,-1.1,0.1,3.2,1.2
CC(C)(C)OC(=O)N1CC(O)CC1C(=O)OCC(=O)c1ccc(Cl)cc1 (stereo not given),5.2,3.2,10.3,-3.1,3.9,4.8,0.1,-0.5,-2.4
O=C(/C=C\Nc1ccccc1Br)c1ccc2c(c1)OCO2,-1.4,-0.2,-0.5,-2.6,-10.4,0.6,2.6,-0.1,0.3
O=C(Nc1nc(-c2cccs2)cs1)c1ccc(Cl)cc1,43.3*,-1.3,-5.5,0.1,6.0,14.4,1.5,75.0*,2.6
Cc1ccc(S(=O)(=O)NCCCn2ccnc2)cc1,4.8,-1.2,11.3[fluorescence artefact?],2.1,-7.2,10.1,-7.0,-1.8,14.0
Cc1cc(C)cc(OCc2nnc(SCC(=O)OC3CCCCC3)o2)c1,15.9,-1.1,13.7,-0.9,-4.3,9.1,-7.0,4.6,-5.9
O=C(Nc1ccccc1O)c1csc2c1CCCC2,-3.4,9.4*,-7.0,19.5,-4.8,3.4,1.5,-3.2,0.4
O=C(NCc1ccc2c(c1)OCO2)c1ccc(-c2ccc(Cl)cc2)o1,-12.6,1.4,0.8,6.9,0.4,-3.4,2.8,-3.8,11.2
C/C(=N\NC(=S)NC1CCCCC1)c1cccc(Br)c1,-7.8,-0.3,-3.6[fluorescence artefact?],-2.0,21.0,-5.7,-3.8,51.4*,-3.6
O=C(CCN1C(=O)c2ccccc2S1(=O)=O)Nc1ccc2c(c1)OCCO2,1.6,-3.0,2.8,-0.3,-11.8,13.7,-4.5,-1.8,0.2
